High-throughput results as filed in PubChem BioAssay.
HIF-2a inh = HIF-2a inhibition; 786-0 RCC cells HIF-2a reporter, luciferase luminescence, overnight; inhibition, % at 18.8 µM; hit rate 0.72% among 360,000; AID 624352;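 active = inhibition of the luminescence signal of 40% or more relative to plate controls, in a single-dose primary screen at 18.75 µM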
NR2E3 ag-1 = human photoreceptor-specific nuclear receptor agonism | Q9Y5X4 | CHO-S Gal4-NCOR/VP16-NR2E3 two-hybrid, luciferase | inhibition of corepressor binding, % at 3.98 µM | hit rate 0.35% among 360,000 | AID 602229;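 active = inhibition above the mean of all tested compounds plus 3 SD, cut at about 70% in these data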;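 note: 0% = DMSO with NR2E3 transfected cells and 100% = cells lacking NR2E3 construct; higher means lower luciferase signal from less NR2E3 corepressor binding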
Target sequence (Q9Y5X4 whole entry, looked up, the tested form may be a part): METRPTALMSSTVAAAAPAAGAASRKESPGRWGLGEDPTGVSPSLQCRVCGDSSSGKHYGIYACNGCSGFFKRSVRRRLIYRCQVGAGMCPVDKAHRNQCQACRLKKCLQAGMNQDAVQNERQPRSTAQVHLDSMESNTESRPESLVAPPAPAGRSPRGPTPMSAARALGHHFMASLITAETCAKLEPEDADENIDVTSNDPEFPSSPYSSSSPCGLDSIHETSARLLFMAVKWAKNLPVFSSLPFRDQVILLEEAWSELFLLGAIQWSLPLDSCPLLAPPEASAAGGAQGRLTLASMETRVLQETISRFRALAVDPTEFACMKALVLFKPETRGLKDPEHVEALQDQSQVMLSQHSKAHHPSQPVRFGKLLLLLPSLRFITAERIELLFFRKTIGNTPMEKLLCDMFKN
Shn3 3UTR inh = reduces Shn3 3'UTR luciferase signal in osteoblasts. Clone20 osteoblast Shn3 3'UTR firefly luciferase, 24 h. inhibition, % at 12.5 µM. hit rate 0.52% among 360,000;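 active = mean inhibition of at least 75% with every replicate also reaching 75%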;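 note: 0% = median of neutral control wells and 100% = pilot-screen positive control compound; some compounds past the cut are filed as inactive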
NR2E3 ag-2 = activates human photoreceptor nuclear receptor NR2E3; Q9Y5X4; AID 2300; inhibition of corepressor binding, % at 4.78 µM; GST-NR2E3/biotin-RetCOR TR-FRET, 1536-well; hit rate 0.12% among 320,000;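 active = percent inhibition above the cutoff of mean plus 3 SD of all tested compounds, set per screening campaign, cut at about 20% in these data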;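 note: 0% = DMSO wells and 100% = biotin wells as full block of FRET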
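Test system – NR2E3–RetCOR corepressor complex · Quantity – NR2E3 fusion 1.35 nM · Buffer or medium – Tris pH 7.5 · Incubation – Compound–protein incubation for 5 h at 4 °C · Technique – TR-FRET, Eu(K)-anti-GST donor, streptavidin-D2 acceptor, ex 340, em 617/671 nm · Evaluation – percent inhibition of 671/617 nm emission ratio versus biotin and DMSO controls · Plate – 1536-well format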
TRPM1 prom inh = MITF TRPM1 promoter inhibition in SK-MEL-5 cells; SK-MEL-5 TRPM1 promoter luciferase, 24 h; AID 488899; hit rate 0.83% among 330,000; inhibition, % at 12.5 µM;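 active = mean inhibition across replicates of 60% or more, whatever share of single replicates reaches that level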; note: values of inactives mirror those of a sister screen read the other way
CF NFkB block = inhibitors of cystic fibrosis induced NF-kB; inhibition, % at 5 µM; hit rate 0.86% among 360,000; AID 588850; KKLEB NF-kB-GFP reporter, PAF-induced, GFP fluorescence overnight;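 active = at least 50% inhibition at 5 µM, scaled per plate between neutral and stimulator controls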;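 note: PAF is a Pseudomonas aeruginosa culture filtrate used as stimulus; plate controls were PAF-stimulated DMSO wells for no effect and unstimulated DMSO wells for full effect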
Peg3 promoter = inhibitors of Peg3 promoter; HeLa PEG-Prom luciferase reporter, luminescence, overnight; inhibition, % at 20 µM; hit rate 1.7% among 360,000; AID 588405;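 active = inhibition of at least 50% at 20 µM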
KKLEB cytotox = counter-screen for CF NF-kB inhibitors: cytotoxicity; KKLEB CF airway cells viability, ATPlite luminescence, overnight; stronger effect = lower value; cells stimulated with P. aeruginosa culture filtrate; activity change (cytotoxicity), % at 5 µM; hit rate 0.36% among 360,000; AID 602141;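 active = corrected activity change at or below -50% at 5 µM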
TWEAK-Fn14 inh = TWEAK-Fn14 signaling inhibition; AID 1159606; inhibition, % at 10 µM; hit rate 2% among 360,000; TWEAK-stimulated Fn14 reporter cells, luciferase luminescence, 8 h; in the data active = inhibition above about 50%
iPSC survival up = hiPSC single-cell survival enhancement; hit rate 0.044% among 360,000; survival enhancement, % at 20 µM; AID 602274; ATPlite luminescence; 100% = ROCK inhibitor wells, 0% = DMSO; in the data active = survival enhancement above about 18%;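 note: cells exposed to compounds for 16 hours before the ATP read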
aDG glyco act = alpha-DG glycosylation activation; Pro5-aDG cells, alpha-DG glycosylation AlphaScreen (IIH6); 0% Pro5, 100% B10-LARGE cell signal; activation, % at 10 µM; hit rate 0.22% among 360,000; AID 624168;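 active = activation of at least 8% versus controls, or a plate z-score of at least 8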;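 note: Pro5 are CHO cells carrying HIG-tagged alpha-DG that lacks glycosylation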
* hit, by the source's call; . = not tested or not shown.

compound,HIF-2a inh,NR2E3 ag-1,Shn3 3UTR inh,NR2E3 ag-2,TRPM1 prom inh,CF NFkB block,Peg3 promoter,KKLEB cytotox,TWEAK-Fn14 inh,iPSC survival up,aDG glyco act
CC(=O)N1CCN(S(=O)(=O)c2ccccc2)C1c1ccccc1 (stereo not drawn),3.0,9.3,3.9,-4.5,-10.6,5.8,26.4,-21.6,8.2,2.2,-0.4
COc1ccc(NC(=O)c2ccc(C#CC(C)(C)O)cc2)cc1,-60.7,-32.0,16.1,1.1,-6.0,-14.0,-40.2,2.3,-19.7,0.1,0.0
COc1ccc(NC(=O)COC(=O)CCNS(=O)(=O)c2ccc(Cl)cc2)cc1,7.4,6.3,-10.8,-6.0,1.9,-1.4,16.5,-10.1,9.4,-0.6,0.0
COCCCNC(=O)c1ccccc1N(Cc1ccccc1)S(=O)(=O)c1ccccc1,25.6,-20.0,-3.7,4.3,3.9,-5.6,12.6,-3.9,25.1,-0.6,0.0
Cc1ccc2[nH]c3c(c2c1)CCN1C(=O)OC(C)(C)C31C (stereo not drawn),15.8,-36.1,10.5,-0.3,4.2,12.4,9.6,5.0,-10.1,-0.1,-0.1
COc1ccccc1NC(=O)COC(=O)CNC(=O)C1CCCCC1,8.4,26.5,-2.4,.,-14.1,-9.0,9.6,5.3,17.8,3.2,0.4
Cn1c(C(=O)NN)cc2cc(OCc3ccccc3)ccc21,-51.8,-24.7,-8.5,2.6,.,-15.8,-43.2,3.8,-13.8,-0.3,0.0
O=S(=O)(c1ccc(Cl)cc1)c1nc(-c2ccco2)oc1N1CCCCC1,4.0,-14.8,-5.9,2.7,-9.6,0.3,6.4,-8.4,12.9,0.3,-0.4
O=C(COC(=O)c1ccc(Br)o1)Nc1ccc2c(c1)OCCO2,-17.7,19.9,1.8,.,-3.6,-12.1,-9.5,14.9,-2.1,-0.3,-0.1
O=C(/C=C/c1ccccc1)Nc1ccc(S(=O)(=O)N2CCOCC2)cc1,12.6,9.4,6.9,-1.8,2.6,-2.2,-0.2,9.9,-6.6,-0.3,-0.4
Cc1ccc(NC(=O)CCNC(=O)c2ccc(Br)cc2)cc1S(=O)(=O)N1CCOCC1,0.6,7.8,-7.4,-1.3,4.9,15.8,10.7,-11.6,-8.0,0.9,0.1
COC(=O)c1sc2ccccc2c1NC(=O)c1coc2ccccc2c1=O,-2.0,-28.0,8.3,3.2,-7.3,18.7,-9.9,-7.2,26.5,2.1,0.2
CCCC(=O)c1cc2c(cc1NC(=O)c1cccs1)OCCO2,15.5,-4.2,-10.7,-1.7,8.8,0.6,2.7,1.8,9.1,-2.2,-0.1
CCOc1ccc(CCNC(=O)CN2C(=O)NC3(CCCCC3)C2=O)cc1OCC,4.1,-14.4,2.2,-1.8,2.1,5.6,-2.5,12.6,-4.8,-0.5,-0.1
O=C1CCC([N+](=O)[O-])C(c2ccccc2Br)N1 (stereo not drawn),25.5,-4.7,-6.0,-0.3,5.6,-9.1,15.2,1.9,13.7,0.4,-0.2
CS(=O)(=O)c1ccccc1COC(=O)Nc1ccc(Cl)cc1,-90.7,-41.6,-12.9,1.3,-17.3,4.2,-66.6,-7.5,-6.0,-1.3,0.0
O=C(CSc1nc2ccc([N+](=O)[O-])cc2s1)NC1CCS(=O)(=O)C1 (stereo not drawn),3.0,-12.8,-11.7,3.8,3.6,-21.1,8.1,10.7,39.2,-0.4,-0.2
Nc1nonc1-c1noc(CCCCCN2C(=O)c3ccccc3C2=O)n1,-62.3,-90.2,1.8,-0.9,-10.3,-7.9,-81.0,10.5,-19.6,-2.7,0.0
Cc1ccc(C)c(S(=O)(=O)N2CCC3(CC2)OCCO3)c1,1.2,-16.2,-1.5,-1.1,-0.9,-75.5,9.3,14.9,3.2,-0.4,0.0
COc1ccccc1N1C(=O)CCC1(C#N)c1ccc(Br)cc1 (stereo not drawn),21.8,5.7,-4.5,-1.9,-3.5,10.6,20.3,-6.6,2.0,15.4,-0.2

Reformatted: results already given
Value order: HIF-2a inh | NR2E3 ag-1 | Shn3 3UTR inh | NR2E3 ag-2 | TRPM1 prom inh | CF NFkB block | Peg3 promoter | KKLEB cytotox | TWEAK-Fn14 inh | iPSC survival up | aDG glyco act
O=C1CCC([N+](=O)[O-])C(c2ccccc2Br)N1 (stereo not drawn)
→ 25.5 | -4.7 | -6.0 | -0.3 | 5.6 | -9.1 | 15.2 | 1.9 | 13.7 | 0.4 | -0.2
CS(=O)(=O)c1ccccc1COC(=O)Nc1ccc(Cl)cc1
→ -90.7 | -41.6 | -12.9 | 1.3 | -17.3 | 4.2 | -66.6 | -7.5 | -6.0 | -1.3 | 0.0

The listing continues:
compound,HIF-2a inh,NR2E3 ag-1,Shn3 3UTR inh,NR2E3 ag-2,TRPM1 prom inh,CF NFkB block,Peg3 promoter,KKLEB cytotox,TWEAK-Fn14 inh,iPSC survival up,aDG glyco act
COc1ccc(-c2nc3c([nH]2)c(=O)n(C)c(=O)n3C)c(OC)c1,-22.4,5.8,3.9,1.2,17.1,-9.8,-4.0,23.4,2.8,0.4,-0.1
O=S(=O)(c1cccs1)N1CN(Cc2ccc(F)cc2)c2nc3ccccc3nc21,-80.9,-29.1,3.7,-1.9,1.3,21.3,-50.2,-6.9,2.6,-2.8,0.4
O=C(NCCO)c1cccc(-c2cnc3c(Nc4cccc(OC(F)(F)C(F)F)c4)nccn23)c1,-265.6,-65.5,-34.7,.,.,5.0,8.6,-13.9,43.9,1.9,0.7
CC(=O)Nc1ccc(S(=O)(=O)NC2=NCN(C)CN2)cc1,11.6,7.8,6.1,1.8,-1.1,-11.0,21.1,0.3,4.3,6.4,0.2
CC(C)c1cccc(C(C)C)c1Nc1cn[nH]c1,19.2,-11.0,13.5,.,.,0.4,9.4,5.7,12.6,-0.8,0.6
O=C(OCC(=O)N1CCc2ccccc21)c1ccccc1[N+](=O)[O-],-170.6,-121.1,5.8,0.2,-27.8,-13.8,-163.9,-9.8,59.7*,-0.1,0.2
COc1cc(/C=N/NC(N)=O)ccc1OCC(=O)Nc1cc(C)c(C)cc1Br,16.5,-12.3,-9.5,-4.1,-12.3,5.0,16.8,-12.5,-21.1,1.0,0.4
CCOC(=O)CSc1nnc(CNC(=O)c2cccs2)n1-c1cc(C)ccc1C,7.8,-5.7,-18.4,-0.6,-0.3,3.5,-3.4,7.9,3.5,1.7,0.1
O=C(CNS(=O)(=O)c1cccc(F)c1)OCC(=O)N1CCCC1=O,2.6,-5.5,-10.7,2.7,-11.9,-0.9,-5.8,4.1,4.0,1.3,0.2
Cc1ccc(C(=O)NCC(=O)NCC(c2cccs2)N2CCOCC2)cc1 (stereo not drawn),2.8,-14.1,6.9,3.1,-3.6,-17.8,-1.0,14.2,-4.7,-0.4,0.0
Cc1cc(C)n2nc(C(=O)OCC(=O)NCc3ccc(Cl)cc3)nc2n1,2.1,-9.7,-3.4,-2.0,3.4,7.8,2.4,-15.0,8.9,-0.2,0.0
COc1ccc(C(=O)CN2CC(C)SC2=Nc2ccc(Cl)cc2)cc1 (stereo not drawn),-17.3,-7.9,-8.6,-3.3,-5.3,3.8,-14.1,-1.7,-25.4,0.5,1.5
COc1ccc(Cl)c2c1[nH]c1nc(SCc3ccccn3)nnc12,-415.1,-137.8,-56.9,2.0,-63.0,-36.9,-254.5,12.7,1.5,-0.5,1.1
Cc1nn(Cc2nnc(SCC(=O)Nc3ccc(Cl)cc3)n2C)c(C)c1[N+](=O)[O-],15.4,-35.9,13.3,2.6,-5.4,0.5,21.8,-25.3,-2.3,-0.2,0.0
Cc1cccc(C(=O)OCC(=O)N(C)C(c2ccccc2)c2ccccc2)c1[N+](=O)[O-],18.1,-16.7,6.4,4.1,-5.5,0.2,-3.9,-9.8,4.7,0.0,0.0
COc1ccc(/C=C(\NC(=O)c2ccc([N+](=O)[O-])cc2)C(=O)N2CCOCC2)cc1,20.0,-11.1,2.2,4.3,-1.5,6.5,4.8,-6.4,-7.7,0.3,0.3
CCOC(=O)N1CCC(NC(=O)c2ccc(NC(=O)C3CCCO3)cc2)CC1 (stereo not drawn),5.0,-4.8,-1.7,2.4,4.2,-1.2,1.3,3.2,3.0,-0.2,0.0
O=C(Nc1nnc(C2CC2)s1)C1Cc2ccccc2CN1C(=O)c1ccco1 (stereo not drawn),-33.4,15.9,7.8,6.3,15.1,-1.9,-27.6,4.9,13.4,1.2,-0.1
CCc1c(C(=O)Nc2ccncc2)csc1C,-0.5,2.7,13.5,7.8,13.4,3.9,-5.0,7.5,30.8,-2.5,1.1
COc1ccc(S(=O)(=O)Nc2nncs2)cc1,3.0,-17.9,10.8,0.2,-11.6,7.2,0.9,-4.8,-2.4,0.5,-0.2
CCCCc1nnc(NC(=O)CSCc2cc(=O)n3c(C)csc3n2)s1,1.5,-42.6,-14.3,-0.5,-3.4,-15.6,-11.1,10.3,8.4,-0.3,-0.1
O=C(NCc1ccccc1)C1C2C=CC3(CN(Cc4cccnc4)C(=O)C13)O2 (stereo not drawn),7.1,-4.8,-15.4,3.9,-5.0,0.0,13.0,9.7,-4.6,-1.5,-0.1
CCCC(=O)N(Cc1cc2cc(OC)ccc2[nH]c1=O)c1ccc(OC)cc1,8.7,-10.4,10.1,.,.,-7.8,22.9,3.4,4.5,-0.2,-0.1
COc1ccc(CNC(=O)[C@H](C)NC(=O)C2CCN(C(=O)[C@@H](N)Cc3ccccc3)CC2)cc1,5.0,-22.0,-4.4,-0.3,7.5,-31.8,3.4,21.6,2.1,-0.4,0.6
CCn1c(=O)c(C(=O)Nc2ncccc2O)c(O)c2ccccc21,20.8,-5.8,-8.2,-5.8,21.1,7.1,-5.1,10.3,12.1,0.9,0.0
